From PubChem BioAssay
HTR5A inv ag – HTR5A inverse agonism, opioid heterodimer counter-screen; P47898; HTR5A cell line, luminescence; inhibition, % at 9.3 µM; 340,000 compounds, 0.083% hits; AID 504634; in the data active means inhibition mostly above about 23%, no sharp cut-off; inactive means mostly below about 18%;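 further: 0% = cells with DMSO and 100% = no-cell wells with DMSO; some compounds called inactive have numbers as strong as hits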
Target sequence (P47898 whole entry, looked up): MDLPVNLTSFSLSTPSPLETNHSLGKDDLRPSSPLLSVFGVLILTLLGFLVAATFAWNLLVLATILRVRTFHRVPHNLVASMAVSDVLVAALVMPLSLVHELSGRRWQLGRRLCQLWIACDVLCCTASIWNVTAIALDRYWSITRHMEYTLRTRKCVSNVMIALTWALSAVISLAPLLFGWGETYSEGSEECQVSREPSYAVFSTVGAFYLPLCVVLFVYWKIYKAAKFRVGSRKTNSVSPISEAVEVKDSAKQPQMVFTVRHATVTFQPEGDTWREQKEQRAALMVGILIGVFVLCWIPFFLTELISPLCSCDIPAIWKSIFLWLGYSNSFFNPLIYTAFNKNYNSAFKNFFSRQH
PKA-R1A act – activators of PKA-R1A complex | activation, % at 11.4 µM | 340,000 compounds, 0.083% hits | AID 504707 | P00514+P68181 | PKA-R1A dissociation, Cy5-IP20 fluorescence polarization; scaled: DMSO 0%, 113 µM cGMP 100%;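 active means percent activation above the mean of all tested compounds plus 3 SD, cut at about 19% in these data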;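 further: higher means more PKAc released from R1A so a rise in polarization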
AddAB inh – less growth of phage-infected E. coli with AddAB | E. coli expressing H. pylori AddAB, absorbance growth | inhibition, % at 11.9 µM | 330,000 compounds, 0.29% hits | AID 435030; in the data active means inhibition above about 12%;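 further: 0% = vehicle wells of infected cells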
phage Ecoli inh – E. coli growth loss with phage present | inhibition, % at 11.9 µM | 360,000 compounds, 0.26% hits | growth absorbance | AID 651602; in the data active means inhibition above about 11%
E coli growth – counter-screen for AddAB inhibitors: E. coli growth inhibition | inhibition, % at 11.9 µM | 330,000 compounds, 0.27% hits | E. coli V3065 growth, OD600 absorbance, 18 h;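 active means inhibition above the campaign's mean inhibition across all tested compounds plus 3 SD, cut at about 9.9% in these data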;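 further: uninfected addAB+ strain grown without phage in ampicillin broth; 0% = DMSO wells and 100% = ciprofloxacin 0.95 µg/ml wells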
PfHsp90 yeast 2 – reduces growth (ATP signal) of yeast expressing P. falciparum Hsp90; S. cerevisiae expressing PfHsp90, BacTiter-Glo ATP, 48 h; yeast lacking PDR1 and PDR3 efflux regulators; inhibition, % at 9.4 µM; 310,000 compounds, 0.32% hits;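 active means every replicate shows inhibition above about 80%, whatever the replicate mean, limit read from the data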;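 further: 0% = DMSO neutral controls and 100% = 20 µM radicicol positive controls; yeast relying on Plasmodium falciparum Hsp90 in place of its own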
MOR-DOR ag – OPRM1-OPRD1 heterodimerization agonism. P35372+P41143. cells, luminescence. activation, % at 9.3 µM. 340,000 compounds, 0.3% hits. AID 504326; in the data active means activation above about 18%;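 further: 0% = vehicle-treated cells and 100% = reference agonist; values of inactives mirror those of a sister screen read the other way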
Pemphigus Ab inh – inhibitors of pemphigus antibody binding to human desmoglein-3; P32926; AID 588358; 310,000 compounds, 0.48% hits; DSG3-coupled beads, scFv-anti-DSG3-GFP binding, flow cytometry; active compounds read low; binding (percent of control), % at 10 µM;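 active means binding more than 3 SD below its plate's average and above zero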;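 further: hits lower antibody fragment binding to DSG3; some compounds called inactive have numbers as strong as hits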
OPRM1-OPRD1 inv – mu-delta opioid heterodimer inverse agonism; 340,000 compounds, 0.21% hits; P35372+P41143; cell-based MOR-DOR heterodimer luminescence; inhibition, % at 9.3 µM; AID 504357; in the data active means inhibition above about 22%, passing the limit was not always enough;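 further: 0% = cells with DMSO and 100% = wells without cells with DMSO; values of inactives mirror those of a sister screen read the other way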
Mot1-301 SUMO – SUMOylation pathway inhibition by Mot1-301 growth rescue | S. cerevisiae Mot1-301 growth rescue, ATP luminescence, 38.5C; percent above DMSO median, 100 means doubled | growth rescue, % at 18.8 µM | 320,000 compounds, 1% hits | AID 2716;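 active means every valid replicate shows activation above 250% relative to neutral control wells; inactive means the rest, any valid replicate at or below 250%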;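 further: OY570 slx delta 5 strain wells were the positive control but not used for scaling; some compounds called inactive have numbers as strong as hits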
HTR5A ag – activates human HTR5A in OPRM1-OPRD1 agonist counter-screen. activation, % at 9.3 µM. 340,000 compounds, 0.61% hits. AID 504692. HTR5A agonist assay, luminescence, cell-based. P47898; in the data active means activation mostly above about 9.5%, no sharp cut-off; inactive means mostly below about 7.6%;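 further: 0% = cells with vehicle only and 100% = reference agonist; strong numbers were not always called active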
The depositor's hits bear a star. No enrichment for hits. About 3.2% of those tested had a hit in this group.

How did COc1ccccc1N1CCN(C(=O)C(NS(=O)(=O)c2cccs2)c2ccccc2)CC1 (centres undefined) do in these assays?
HTR5A inv ag: -25; PKA-R1A act: -1; AddAB inh: 1.8; phage Ecoli inh: 2.1; E coli growth: 1.0; PfHsp90 yeast 2: 1; MOR-DOR ag: -1.5; Pemphigus Ab inh: 106; OPRM1-OPRD1 inv: 8; Mot1-301 SUMO: 12; HTR5A ag: 3

How did Cc1noc(NS(=O)(=O)c2ccc(NC(=O)CCN3C(=O)c4ccccc4C3=O)cc2)c1C do in these assays?
HTR5A inv ag: 0; PKA-R1A act: -2; AddAB inh: 0.9; phage Ecoli inh: 4.3; E coli growth: -3.0; PfHsp90 yeast 2: -11; MOR-DOR ag: -0.8; Pemphigus Ab inh: 85; OPRM1-OPRD1 inv: 4; Mot1-301 SUMO: -1; HTR5A ag: 0

Results for CCOC(=O)C1=C(C)NC2=C(C(=O)c3ccccc32)C1c1cccc2ccccc12 (centres undefined) ?
HTR5A inv ag: 4; PKA-R1A act: -3; AddAB inh: 0.6; phage Ecoli inh: -1.4; E coli growth: 0.6; PfHsp90 yeast 2: -14; MOR-DOR ag: 2.6; Pemphigus Ab inh: 100; OPRM1-OPRD1 inv: -14; Mot1-301 SUMO: -30; HTR5A ag: -1

What do the screens show for `COc1cccc(CNC(=O)CCCC(=O)NC(C)CCc2ccccc2)c1` (centres undefined)?
HTR5A inv ag: 15; PKA-R1A act: -9; AddAB inh: 0.7; phage Ecoli inh: 3.2; E coli growth: -2.3; PfHsp90 yeast 2: -24; MOR-DOR ag: -0.5; Pemphigus Ab inh: 108; OPRM1-OPRD1 inv: 3; Mot1-301 SUMO: 31; HTR5A ag: 3

What do the screens show for `O=C(c1cccc(C(=O)N2CCc3ccccc32)n1)N1CCc2ccccc21`?
HTR5A inv ag: -3; PKA-R1A act: 0; AddAB inh: 2.8; phage Ecoli inh: 4.0; E coli growth: 1.2; PfHsp90 yeast 2: -12; MOR-DOR ag: -4.0; Pemphigus Ab inh: 109; OPRM1-OPRD1 inv: 20; Mot1-301 SUMO: -31; HTR5A ag: 1

Results for Cc1ccc(S(=O)(=O)N2CCCC2C(=O)Nc2nccs2)cc1 (centres undefined) ?
HTR5A inv ag: -1; PKA-R1A act: -7; AddAB inh: -0.9; phage Ecoli inh: -1.4; E coli growth: -4.5; PfHsp90 yeast 2: -2; MOR-DOR ag: -3.4; Pemphigus Ab inh: 111; OPRM1-OPRD1 inv: 16; Mot1-301 SUMO: -4; HTR5A ag: -7

How did C=CCOc1ccc(/C=C/C(=O)OCC(=O)Nc2c(C)n(C)n(-c3ccccc3)c2=O)cc1 do in these assays?
HTR5A inv ag: 8; PKA-R1A act: 7; AddAB inh: 3.9; phage Ecoli inh: 2.1; E coli growth: -1.4; PfHsp90 yeast 2: -13; MOR-DOR ag: -1.0; Pemphigus Ab inh: 102; OPRM1-OPRD1 inv: 7; Mot1-301 SUMO: -21; HTR5A ag: -3

What do the screens show for `S=C(N/N=C/c1cccs1)NC1CC2CCC1C2` (centres undefined)?
AddAB inh: 2.9; phage Ecoli inh: 0.4; E coli growth: -1.0; PfHsp90 yeast 2: 5; Pemphigus Ab inh: 91; Mot1-301 SUMO: 2

What do the screens show for `Cc1cccc(COc2ccc(S(=O)(=O)N3CCOCC3)cc2[N+](=O)[O-])c1`?
HTR5A inv ag: 8; PKA-R1A act: -9; phage Ecoli inh: 1.3; PfHsp90 yeast 2: -17; MOR-DOR ag: 0.3; Pemphigus Ab inh: 104; OPRM1-OPRD1 inv: -2; HTR5A ag: -3

What do the screens show for `O=C(COC(=O)COc1ccc(Br)cc1)NCc1ccc2c(c1)OCO2`?
HTR5A inv ag: 4; PKA-R1A act: 2; AddAB inh: -1.7; phage Ecoli inh: 4.0; E coli growth: -0.4; MOR-DOR ag: -0.3; Pemphigus Ab inh: 94; OPRM1-OPRD1 inv: 2; Mot1-301 SUMO: 1; HTR5A ag: -1

How did CCOC(=O)c1c(=O)n(O)c2ccc(C)cc2[n+]1[O-] do in these assays?
HTR5A inv ag: 16; PKA-R1A act: 7; AddAB inh: 3.9; phage Ecoli inh: 2.2; E coli growth: 0.8; PfHsp90 yeast 2: 16; MOR-DOR ag: -0.4; Pemphigus Ab inh: 97; OPRM1-OPRD1 inv: 2; Mot1-301 SUMO: -12; HTR5A ag: -2

Results for O=C(CCCc1c[nH]c2ccccc12)N1CCN(c2ccc(N3CCOCC3)nn2)CC1 ?
HTR5A inv ag: -14; PKA-R1A act: -11; AddAB inh: 2.1; phage Ecoli inh: 0.5; E coli growth: 1.7; PfHsp90 yeast 2: 5; MOR-DOR ag: -0.4; Pemphigus Ab inh: 100; OPRM1-OPRD1 inv: 2; Mot1-301 SUMO: 10; HTR5A ag: 5

Results for CCN(CC(=O)NCc1ccc(Cl)cc1)C(=O)/C=C/c1ccccc1 ?
HTR5A inv ag: 2; PKA-R1A act: 6; AddAB inh: -2.7; phage Ecoli inh: -1.4; E coli growth: 0.3; PfHsp90 yeast 2: -27; MOR-DOR ag: -0.3; Pemphigus Ab inh: 105; OPRM1-OPRD1 inv: 2; Mot1-301 SUMO: 3; HTR5A ag: 3

What do the screens show for `O=C(CCCn1c(SCc2cccc([N+](=O)[O-])c2)nc2ccccc2c1=O)NCC1CCCO1` (centres undefined)?
HTR5A inv ag: -12; PKA-R1A act: -12; AddAB inh: 4.8; phage Ecoli inh: -1.0; E coli growth: -1.6; MOR-DOR ag: -3.1; Pemphigus Ab inh: 117; OPRM1-OPRD1 inv: 15; Mot1-301 SUMO: 134; HTR5A ag: 4

What do the screens show for `O=C(CSCC(=O)Nc1ccccc1)N/N=C/c1c(O)ccc2ccccc12`?
HTR5A inv ag: -23; PKA-R1A act: 5; AddAB inh: 2.6; phage Ecoli inh: 5.1; E coli growth: -2.4; PfHsp90 yeast 2: -14; MOR-DOR ag: 0.5; Pemphigus Ab inh: 98; OPRM1-OPRD1 inv: -3; Mot1-301 SUMO: 2; HTR5A ag: 2

How did O=C(NCC1CCCN(C(=O)c2cscn2)C1)c1ccc(-c2ccccc2)cc1 (centres undefined) do in these assays?
HTR5A inv ag: -3; PKA-R1A act: 2; AddAB inh: 3.9; phage Ecoli inh: 2.0; E coli growth: -1.6; PfHsp90 yeast 2: 10; MOR-DOR ag: -5.1; Pemphigus Ab inh: 96; OPRM1-OPRD1 inv: 24; Mot1-301 SUMO: 10; HTR5A ag: -2

What do the screens show for `CC(C)c1ccc(S(=O)(=O)N2CCN(C(=O)CCNC(=O)Nc3ccccc3)CC2)cc1`?
HTR5A inv ag: -29; PKA-R1A act: -1; AddAB inh: 2.5; phage Ecoli inh: 2.8; E coli growth: -0.5; PfHsp90 yeast 2: -10; MOR-DOR ag: 1.1; OPRM1-OPRD1 inv: -5; HTR5A ag: 10

What do the screens show for `NS(=O)(=O)c1ccc(CCNC(=O)CSc2nc3ccsc3c(=O)n2CCCCCC(=O)O)cc1`?
HTR5A inv ag: -7; PKA-R1A act: -20; AddAB inh: 0.2; phage Ecoli inh: 2.7; E coli growth: 1.0; PfHsp90 yeast 2: -18; MOR-DOR ag: -0.9; Pemphigus Ab inh: 102; OPRM1-OPRD1 inv: 5; Mot1-301 SUMO: 69; HTR5A ag: -3

What do the screens show for `Cc1cc(C)c(C)c(S(=O)(=O)NCC(=O)NCc2ccco2)c1C`?
HTR5A inv ag: 11; PKA-R1A act: 12; AddAB inh: 2.0; phage Ecoli inh: 3.0; E coli growth: 0.9; PfHsp90 yeast 2: 5; MOR-DOR ag: -0.5; Pemphigus Ab inh: 113; OPRM1-OPRD1 inv: 3; Mot1-301 SUMO: 12; HTR5A ag: -4

How did CCOc1ccccc1NC(=O)Nc1ccon1 do in these assays?
HTR5A inv ag: 7; PKA-R1A act: 2; AddAB inh: 0.6; phage Ecoli inh: 0.9; E coli growth: -0.8; PfHsp90 yeast 2: 1; MOR-DOR ag: -2.5; Pemphigus Ab inh: 98; OPRM1-OPRD1 inv: 13; Mot1-301 SUMO: -17; HTR5A ag: -2

What do the screens show for `COc1ccc(-c2cc3c(=O)n(CC(=O)NCc4ccccc4F)ncn3n2)cc1`?
HTR5A inv ag: -11; PKA-R1A act: -10; AddAB inh: -0.5; phage Ecoli inh: 1.8; E coli growth: 0.0; PfHsp90 yeast 2: 11; MOR-DOR ag: -0.3; Pemphigus Ab inh: 107; OPRM1-OPRD1 inv: 2; Mot1-301 SUMO: -3; HTR5A ag: 4

Results for COc1cc(OC)cc(C(=O)NNC(=O)c2ccccn2)c1 ?
HTR5A inv ag: 10; PKA-R1A act: -8; AddAB inh: -8.7; phage Ecoli inh: 0.8; E coli growth: -8.4; PfHsp90 yeast 2: -2; MOR-DOR ag: 0.4; Pemphigus Ab inh: 85; OPRM1-OPRD1 inv: -3; Mot1-301 SUMO: 6; HTR5A ag: -4

How did COCCNC(=S)N/N=C/c1ccc(OCc2ccc(C(=O)OC)cc2)cc1 do in these assays?
HTR5A inv ag: -17; PKA-R1A act: -3; AddAB inh: 0.0; phage Ecoli inh: 1.7; E coli growth: 1.5; PfHsp90 yeast 2: -9; MOR-DOR ag: -2.6; Pemphigus Ab inh: 102; OPRM1-OPRD1 inv: 12; Mot1-301 SUMO: -10; HTR5A ag: 1

Results for CCN(CC)C(=O)c1c([N+](=O)[O-])c(C(C)(C)C)nn1C ?
HTR5A inv ag: -12; PKA-R1A act: 3; AddAB inh: 0.7; phage Ecoli inh: 2.5; E coli growth: -2.0; PfHsp90 yeast 2: 8; MOR-DOR ag: -1.9; Pemphigus Ab inh: 91; OPRM1-OPRD1 inv: 11; Mot1-301 SUMO: -7; HTR5A ag: 5

Results for O=C(COC(=O)c1ccccc1O)Nc1ccc2ccccc2c1 ?
HTR5A inv ag: -1; PKA-R1A act: -2; AddAB inh: -0.6; phage Ecoli inh: 3.4; E coli growth: -0.3; MOR-DOR ag: 9.0; Pemphigus Ab inh: 94; OPRM1-OPRD1 inv: -47; Mot1-301 SUMO: -12; HTR5A ag: 0

Results for CC(C)C(NS(=O)(=O)/C=C/c1ccccc1)C(=O)NCc1ccc(F)cc1 (centres undefined) ?
HTR5A inv ag: -14; PKA-R1A act: 8; AddAB inh: 2.3; phage Ecoli inh: 1.1; E coli growth: -1.3; PfHsp90 yeast 2: -93; MOR-DOR ag: -4.8; Pemphigus Ab inh: 110; OPRM1-OPRD1 inv: 25; Mot1-301 SUMO: 3; HTR5A ag: 2

What do the screens show for `Cc1nc(N)sc1-c1csc(NCc2ccccc2)n1`?
HTR5A inv ag: 4; PKA-R1A act: 2; AddAB inh: 0.2; phage Ecoli inh: -2.2; E coli growth: -0.3; PfHsp90 yeast 2: 6; MOR-DOR ag: 1.5; Pemphigus Ab inh: 105; OPRM1-OPRD1 inv: -9; Mot1-301 SUMO: -2; HTR5A ag: -1
